Compound activity: PubChem, National Center for Advancing Translational Sciences (NCATS)
KB-3-1 tox: kills parental KB-3-1 adenocarcinoma cells; actives 1.4% (n = 400,000); Potency, µM (top dose mostly 46.1 µM), inactives show at the top dose activity change, negative = cytotoxic, hits mostly cytotoxic; KB-3-1 viability, CellTiter-Glo ATP luminescence, 72 h; also: potency is read from the fitted curve at half-maximal effect; % is scaled to controls: 0 for no effect and ±100 for the full control effect; nearly all actives have a fitted effect of over 60% in size
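Parental KB-3-1 adenocarcinoma cells in phenol-red-free DMEM with 10% FBS were pin-treated with compounds at several concentrations, incubated 72 h at 37 °C, and viability read by CellTiter-Glo luminescence; concentration-effect curves were fitted after normalization.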
DRD3 agonist: activates the human D3 dopamine receptor. actives 0.58% (n = 410,000). D3R DiscoveRx beta-arrestin cells, luminescence, 90 min. P35462. max activation, %. AID 652048; in the data active = max activation above about 30%; also: 0% is about no effect; mostly tested at two doses, the higher about 12 µM
Target sequence (P35462 whole entry, looked up): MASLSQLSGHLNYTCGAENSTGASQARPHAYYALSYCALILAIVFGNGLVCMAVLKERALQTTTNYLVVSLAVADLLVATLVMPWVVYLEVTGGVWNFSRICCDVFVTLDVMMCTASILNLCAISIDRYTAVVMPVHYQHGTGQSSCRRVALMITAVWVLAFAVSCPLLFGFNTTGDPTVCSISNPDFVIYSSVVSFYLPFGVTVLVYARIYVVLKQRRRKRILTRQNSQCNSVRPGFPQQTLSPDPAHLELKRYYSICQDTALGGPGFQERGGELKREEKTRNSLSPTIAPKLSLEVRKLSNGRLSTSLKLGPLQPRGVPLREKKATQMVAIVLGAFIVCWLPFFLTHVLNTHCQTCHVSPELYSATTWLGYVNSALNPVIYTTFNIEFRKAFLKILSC
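Cells at 1500/well, incubated overnight, then treated with pinned compounds (dopamine as control) for 90 min at 37 degrees C. DiscoveRx reagent added for 30 - 60 minutes at room temperature; luminescence read.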
IL-1B inflam inh: inhibitors of inflammasome signaling (IL-1 beta secretion). THP-1 LPS/ATP IL-1B secretion, AlphaLISA, 16 h; stronger effect = lower value. activity change, % at 57.5 µM. actives 4.7% (n = 360,000). AID 743279; in the data active = activity change below about -50%; inconclusive = mostly about -30% to -49%; also: % is scaled to controls: 0 for no effect and ±100 for the full control effect
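THP-1 cells pretreated 1 hr with compounds (up to 57.5 uM final), then stimulated with LPS (250 ng/mL final) plus ATP (1.25 mM final); secreted IL-1B measured by AlphaLISA after 16 hr, decreased signal indicating inhibition.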
HT1080 IDH1KD tx: kills HT-1080 cells with IDH1 knockdown; HT-1080 IDH1 knockdown viability, ATP luminescence, 48 h; Potency, µM (series often up to 46.1 µM), inactives show at the top dose activity, negative = toxicity, most hits filed as cytotoxic; actives 2% (n = 360,000);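 also: potency is read from the fitted curve at half-maximal effect; 0% = DMSO wells and -100% = cell-free medium wells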
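Assay cells: HT-1080 with IDH1 knockdown, 750 per well, RPMI/5% FBS. Exposure: 48 h at 37 °C following 2 h pre-incubation. Read: CellTiter-Glo luminescence; fitted concentration-response, curve class assigned.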
GLP1R cytotox: cytotoxicity in counter-screen for GLP-1R inverse agonists; HEK293 cAMP-luciferase reporter cells, luminescence, 24 h; Potency, µM (series often up to 38.3 µM), for inactives: at the top dose activity change, negative = inhibition, most hits filed as inhibitors; actives 0.13% (n = 410,000); AID 624418;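 also: loss of luciferase light is scored as toxicity; potency is read from the fitted curve at half-maximal effect; % is scaled to controls: 0 for no effect and ±100 for the full control effect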
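Compound-treated cells are incubated 24 hr at 37 deg C under 5% CO2 after a 12 hour attachment period, then luciferase detection reagent is added and luminescence is measured following 12 min at room temperature; lowered signal indicates toxicity.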
HT1080-NT tox: kills 2HG-producing HT-1080-NT fibrosarcoma cells; actives 1.6% (n = 360,000); HT-1080-NT fibrosarcoma viability, CellTiter-Glo ATP luminescence, 48 h; Potency, µM (highest dose often 46.1 µM), inactives show at the highest dose activity, negative = less viability, hits mostly cytotoxic; AID 686970;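 also: NT is the 2HG producing partner of a matched IDH1 knockdown line; potency is read from the fitted curve at half-maximal effect; 0% = DMSO-treated cells and -100% = media-only wells without cells; nearly all actives have a fitted effect of over 55% in size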
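Toxicity toward the 2HG-producing NT line was scored as %Activity, normalised to DMSO and no-cell wells, from CellTiter-Glo luminescence after 48 hours' treatment.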
MCF10A rerep: DNA re-replication induction in MCF 10a cells; AID 624296; MCF 10A DNA re-replication, Hoechst nuclear intensity, 48 h; Potency, µM (titrated, usually from 46.1 µM), inactives show at the highest dose activity, positive = re-replication, actives largely listed as activators; actives 2.9% (n = 350,000); also: potency is read from the fitted curve at half-maximal effect; % of control where 0% means no effect; nearly all actives have a fitted effect of over 50% in size
KB-V1 MDR tox: kills drug-selected multidrug resistant KB-V1 cells; KB-V1 MDR cells viability, CellTiter-Glo, 72 h; Potency, µM (top dose mostly 46.1 µM), for the others: at the top dose activity change, negative = cytotoxicity, usual class: cytotoxic; actives 3.4% (n = 400,000); also: potency is read from the fitted curve at half-maximal effect; % is scaled to controls: 0 for no effect and ±100 for the full control effect; nearly all actives have a fitted effect of over 60% in size
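Following 72 h at 37 degrees C with compound, KB-V1 cell viability was read by CellTiter-Glo luminescence, medium being phenol-red-free DMEM plus 10% FBS; concentration-response parameters came from normalized, curve-fitted qHTS data.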
SW480 rereplic: induces DNA re-replication in SW480 colon adenocarcinoma cells; Potency, µM (doses to about 46.1 µM), for inactives: top-dose re-replication activation, most hits filed as activators; actives 1.8% (n = 340,000); AID 624297; SW480 DNA re-replication, Hoechst DNA content imaging, 48 h; also: potency is read from the fitted curve at half-maximal effect; % of control where 0% means no effect; nearly all actives have a fitted effect of over 55% in size
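250 cells/well; 23 nL cpd via pin tool; 48 hr, 37 C, 5% CO2; Hoechst 40 min; imager read of total nuclear intensity, ex 405/em 500-530 nm.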
* marks the source's active call; other numbers are inactive results; i = inactive; ? = inconclusive; . = no result given; [ ] = dose if it differs, or a comment. Unless noted, calls follow the shape of the dose curve; as a rule, active = well fitted curve in the direction sought with a large enough effect; inconclusive = small, poorly fitted or top-dose-only effect, or another doubt; inactive = no such curve, though single readings can be large; an effect the other way counts as inactive or inconclusive.

SMILES	KB-3-1 tox	DRD3 agonist	IL-1B inflam inh	HT1080 IDH1KD tx	GLP1R cytotox	HT1080-NT tox	MCF10A rerep	KB-V1 MDR tox	SW480 rereplic
CC(C)c1ccc(S(=O)(=O)N2CCC3(CC2)OCCO3)cc1	-5%	-4	-17	-6%	16%	1%	8%	?	-1%
COCCN1C=C(C(=O)OC)C(c2ccc(OC)c(OC)c2)C(C(=O)OC)=C1	0%	0	5	11%	4%	9%	-4%	-15%	1%
COc1ccc(NC(=O)c2ccc(OC)c(S(=O)(=O)N3CCCCC3C)c2)cn1 (stereo unspecified)	-20%	3	62	-28%	-42%	-13%	0%	-8%	-17%
COC(=O)c1cccc(CN2C(=O)C(C)Sc3ccc(C)cc32)c1 (stereo unspecified)	0%	2	20	-23%	-8%	-2%	.	-6%	.
COc1cc(C(=O)c2cocc2C(=O)c2ccc3c(c2)OCO3)cc(OC)c1OC	?	-18	50	1.6µM*	-15%	1.3µM*	?	1.2µM*	1.8µM*
CCOc1ccc(NC(=O)CN(C)C(=O)c2ccccc2SCc2c(C)noc2C)cc1OCC	0%	2	20	3%	7%	0%	12%	?	-4%
O=c1cc(CO)occ1OCc1ccccc1	0%	1	34	0%	74%[activator]	-6%	1%	5%	-7%
COc1ccc(-c2csc(NC(=O)CSc3ncn[nH]3)n2)cc1OC	9%	0	18	-1%	-2%[7.66 µM]	-1%	?	-10%	4%
CCCNS(=O)(=O)c1ccc(CCC(=O)NCC2CCCO2)cc1 (stereo unspecified)	8%	-3	10	5%	10%	8%	1%	2%	-6%
CCc1nc2ccccc2n(CCOCCOCCn2c(=O)c(CC)nc3ccccc32)c1=O	-3%	2	-3	8%	-14%	6%	2%	-9%	-4%
COC(=O)c1c(C(=O)OC)c(-c2ccc(F)cc2)n2c1CS(=O)C2 (stereo unspecified)	2%	-3	-3	11%	-7%	-1%	0%	0%	10%
CCCc1cc(C(=O)NNC(=S)NC(C)c2ccccc2)cs1 (stereo unspecified)	-1%	7	0	?	-23%	-28%	0%	-3%	-16%
CCC(NC(=O)NNC(=O)c1ccncc1)(C(F)(F)F)C(F)(F)F	-4%	0	12	-1%	-5%	-3%	-1%	26%	4%[9.22 µM]
O=C(OC(C(=O)O)C(OC(=O)c1ccccc1)C(=O)NCc1ccccc1)c1ccccc1 (stereo unspecified)	2%	-3	7	1%	8%	-3%	14%	-10%	1%
O=S(=O)(c1ccc(Cl)c(S(=O)(=O)N2CCCC2)c1)N1CCCC1	3%	4	24	-7%	0%	2%	16%	?	0%

Reformatted: entries from further up
Compound | KB-3-1 tox | DRD3 agonist | IL-1B inflam inh | HT1080 IDH1KD tx | GLP1R cytotox | HT1080-NT tox | MCF10A rerep | KB-V1 MDR tox | SW480 rereplic
O=c1cc(CO)occ1OCc1ccccc1 | 0% | 1 | 34 | 0% | 74%[activator] | -6% | 1% | 5% | -7%
COc1ccc(-c2csc(NC(=O)CSc3ncn[nH]3)n2)cc1OC | 9% | 0 | 18 | -1% | -2%[7.66 µM] | -1% | ? | -10% | 4%
CCCNS(=O)(=O)c1ccc(CCC(=O)NCC2CCCO2)cc1 (stereo unspecified) | 8% | -3 | 10 | 5% | 10% | 8% | 1% | 2% | -6%
CCc1nc2ccccc2n(CCOCCOCCn2c(=O)c(CC)nc3ccccc32)c1=O | -3% | 2 | -3 | 8% | -14% | 6% | 2% | -9% | -4%
COC(=O)c1c(C(=O)OC)c(-c2ccc(F)cc2)n2c1CS(=O)C2 (stereo unspecified) | 2% | -3 | -3 | 11% | -7% | -1% | 0% | 0% | 10%
CCCc1cc(C(=O)NNC(=S)NC(C)c2ccccc2)cs1 (stereo unspecified) | -1% | 7 | 0 | ? | -23% | -28% | 0% | -3% | -16%
CCC(NC(=O)NNC(=O)c1ccncc1)(C(F)(F)F)C(F)(F)F | -4% | 0 | 12 | -1% | -5% | -3% | -1% | 26% | 4%[9.22 µM]
O=C(OC(C(=O)O)C(OC(=O)c1ccccc1)C(=O)NCc1ccccc1)c1ccccc1 (stereo unspecified) | 2% | -3 | 7 | 1% | 8% | -3% | 14% | -10% | 1%
O=S(=O)(c1ccc(Cl)c(S(=O)(=O)N2CCCC2)c1)N1CCCC1 | 3% | 4 | 24 | -7% | 0% | 2% | 16% | ? | 0%

Continued.
SMILES	KB-3-1 tox	DRD3 agonist	IL-1B inflam inh	HT1080 IDH1KD tx	GLP1R cytotox	HT1080-NT tox	MCF10A rerep	KB-V1 MDR tox	SW480 rereplic
CCOc1ccc(CNC(=O)c2cc3c(s2)-c2ccccc2OC3)cc1	-18%	-4	.	.	4%	.	.	-12%	.
FC(F)(F)c1cnc(Sc2nnc(-c3cccs3)n2CC2CCCO2)c(Cl)c1 (stereo unspecified)	-4%	31*	-9	16%	4%	7%	0%	-3%	0%
NNc1nc2c(Cl)cccc2s1	30%	-13	-8	-20%	-3%[1.53 µM]	-20%	16µM*	-5%	11%
O=c1[nH]c(C2CCN(S(=O)(=O)c3ccc(S(=O)(=O)NC4CC4)cc3)CC2)nc2c1nnn2Cc1ccc(F)cc1	-1%	16	?	?	-19%	-21%	5%	19%	-161%[inhibitor]
CCc1c(C)c2cc(Cl)c(O)c(CN3CCCC3)c2oc1=O	-20%	-10	9	2%	.	6%	?	-8%	21µM*
Cc1cc(-c2ccccc2)n(-c2cc(N/N=C/c3ccccc3O)ncn2)n1	?	7	49	1µM*	?	?	2.1µM*	0.82µM*	?
COC(=O)NCc1cccc(CNC(=O)OC)c1	6%	-2	11	10%	26%	13%	8%	28%	-4%
Cc1noc(C)c1-c1nnc(-c2ccc(C(F)(F)F)cc2)o1	5%	8	25	6%	0%	21%	-4%	7%	11%
O=C(NCc1ccco1)C1CC(c2cccc([N+](=O)[O-])c2)=NO1 (stereo unspecified)	-15%	-6	17	?	-26%	0%	?	23%	-25%
Cc1c(C(=O)OCC2CCCCC2)[nH]c2c1C(=O)CC(c1ccc(F)cc1)C2 (stereo unspecified)	15%	-12	.	.	-9%	.	.	0%	.
COc1ccc(OC)c2sc(N3CCN(c4ccccc4)CC3)nc12	-1%	1	54	5%	11%	10%	8%	-10%	0%
Cc1nn(C(=O)c2ccccc2)c(C)c1S(=O)(=O)N1CCOCC1	-3%	-20	.	.	-2%	.	.	60%	.
O=C(O)CSc1nnc(COc2ccc(Br)cc2)n1-c1ccccc1	7%	-9	-6	-3%	4%	-3%	17%	5%	-43%[inhibitor][1.84 µM]
CC(C)Cc1nnc(NC(=O)c2ccc([N+](=O)[O-])cc2)s1	1%	5	4	11%	-6%	5%	-5%	0%	1%
Cc1cc(C)cc(OCCSc2nc3ccc(NC(=O)COc4ccccc4)cc3s2)c1	6%	3	.	.	-16%	.	.	0%	.
CCCNC(=O)c1ccc(N2CCC3(CC2)CC(c2ccccc2)=NO3)c(NC(=O)c2cccc(C)c2)c1	7%	1	-10	-5%	9%	-2%	-2%	-3%	10%
COc1ccc(-c2cn3c(C)c(C(=O)N4CCN(c5ccccc5F)CC4)sc3n2)cc1	-10%	1	53	-10%	-10%	-25%	4%	?	1%
CCOc1ccccc1C1NC(=O)CCC1[N+](=O)[O-] (stereo unspecified)	-8%	9	5	3%	0%	25%	-3%	?	-4%
CCOc1ccc(NC(=O)CN(C)C(=O)c2cc(-c3ccncc3)nc3ccccc23)cc1OCC	7%	2	-11	1%	-2%	-12%	3%	-6%	-3%
CCN1CCN(c2cc(C)c3cc(NC(=S)NCCCN4CCc5ccccc5C4)ccc3n2)CC1	-6%	-20	-23	21µM*	?	21µM*	-5%	2%	25%
O=C(NC1CCCC1)c1cc(S(=O)(=O)N2CCOCC2)c(Cl)cc1Cl	-16%	-7	-9	8%	12%	7%	-4%	?	-1%
CCn1ccc(C(=O)Nc2ccccc2SC)n1	-7%	-6	-8	26%	1%	16%	8%	7%	2%
COc1ccc(NC(=S)NCCN2CCC(C)CC2)cc1	?	-19	-12	-14%	-18%	?	16%	-11%	i[1.84 µM]
Cc1cccc(Cc2c(C)[nH]c(=O)c(C#N)c2C)c1	4%	0	33	-5%	5%	-5%	?	12%	-51%[inhibitor]
O=C(C[n+]1ccccc1)N1CCCc2ccccc21	-3%	-5	0	-3%	3%	-1%	1%	1%	0%
COc1ccc(NC(C)=O)cc1S(=O)(=O)N(C)Cc1c(C)nn(-c2ccccc2)c1C	4%	-4	-1	-1%	4%	-2%	4%	3%	-25%
O=C(NCC1CC1)c1ccc2sc([C@@H]3O[C@H](CO)[C@H](O)[C@H](O)[C@H]3O)nc2c1	10%	-4	0	24%	-7%	8%	.	2%	.
CC(C)CN(CCNC(=O)CN1C(=O)COc2ccc(S(=O)(=O)N3CCC(C)CC3)cc21)CC(C)C	-6%	-16	4	10%	-16%	12%	12%	-9%	-11%
O=C(O)c1ccc2c(c1)OCCCO2	0%	3	4	11%	6%	-6%	0%	-4%	-13%
Cc1ccc(OC(=O)C23CC4CC(CC(C4)C2)C3)c(C)n1	12%	-1	2	-5%	-8%	-4%	4%	3%	4%
CCCCCCCCCOC1OC(CO)C(O)C(O)C1NC(C)=O (stereo unspecified)	-5%	-1	32	-2%	2%	0%	7%	7%	-7%
Cc1ccc(S(=O)(=O)N2[C@@H](c3ccc(Br)cc3)C(C(=O)O)=CC[C@H]2c2ccc(Cl)c(Cl)c2)cc1	0%	-12	4	-21%	-14%	-20%	-2%	0%	-25%
O=C(Nc1cccc(OCC(=O)N2CCOCC2)c1)c1cccc([N+](=O)[O-])c1	-1%	2	17	6%	-11%	2%	3%	0%	126%
CCOc1ccc(OCC)c(Nc2ccc3cc(S(=O)(=O)N4CCCC4)ccc3n2)c1	3%	7	.	.	38%[activator]	.	.	0%	.
